Screens from PubChem.
GPR151 activ: activators of human GPR151, primary screen, cell-based, PathHunter beta-arrestin, luminescence | G-protein coupled receptor 151 (Homo sapiens), Q8TDV0 | actives 1% (n = 650,000) | AID 1508602, 2020 | PathHunter beta-arrestin GPR151 cells | activation, % at 11.2 µM; in the data active = activation above about 4.9%;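 also: 0% = median of compound wells and 100% = cells with positive control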
FBW7 activator: FBW7 E3 ligase activators, primary screen, biochemical, AlphaScreen, human; normalized activity (activation), % at 26.1 µM; F-box/WD repeat-containing protein 7 (Homo sapiens), Q969H0; actives 0.13% (n = 650,000); AlphaScreen FBW7–phospho-cyclin E peptide binding, activator screen; AID 1259310, 2017; in the data active = normalized activity above about 1.9%;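 also: purified mutant Fbw7 with reduced substrate affinity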
Target sequence (Q969H0 whole entry, looked up): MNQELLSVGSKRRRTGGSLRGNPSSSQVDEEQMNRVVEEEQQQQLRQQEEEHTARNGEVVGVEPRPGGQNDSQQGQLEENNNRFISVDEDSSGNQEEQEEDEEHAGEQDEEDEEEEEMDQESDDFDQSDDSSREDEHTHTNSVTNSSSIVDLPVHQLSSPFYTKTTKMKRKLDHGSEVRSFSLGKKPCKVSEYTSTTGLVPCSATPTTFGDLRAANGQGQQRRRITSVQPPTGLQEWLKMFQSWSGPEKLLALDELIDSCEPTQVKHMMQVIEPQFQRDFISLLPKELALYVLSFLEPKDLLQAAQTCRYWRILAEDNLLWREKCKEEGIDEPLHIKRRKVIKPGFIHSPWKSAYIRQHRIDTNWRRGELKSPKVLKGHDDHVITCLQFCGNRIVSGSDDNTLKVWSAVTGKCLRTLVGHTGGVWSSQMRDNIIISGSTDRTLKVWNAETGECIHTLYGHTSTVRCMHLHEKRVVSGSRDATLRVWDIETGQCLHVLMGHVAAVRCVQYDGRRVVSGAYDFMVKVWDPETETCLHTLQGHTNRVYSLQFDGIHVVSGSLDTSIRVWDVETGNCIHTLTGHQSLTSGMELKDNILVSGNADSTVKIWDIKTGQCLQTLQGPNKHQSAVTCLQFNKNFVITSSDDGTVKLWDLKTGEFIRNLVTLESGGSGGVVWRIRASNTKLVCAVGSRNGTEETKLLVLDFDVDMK
MITF primary: MITF inhibitors, primary screen, biochemical, AlphaScreen, human | Microphthalmia-associated transcription factor (Homo sapiens), O75030 | AlphaScreen MITF homodimerization, bead proximity signal | inhibition, % at 2.6 µM | actives 0.91% (n = 650,000); in the data active = inhibition above about 50%;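 also: 0% = vehicle wells with protein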
TEAD-YAP inh: TEAD-YAP interaction inhibition, primary screen, TEAD-YAP interaction inhibitor project, luminescence, HEK-TIYL cells. TEAD-Gal4/YAP UAS-luciferase luminescence. inhibition, % at 9.12 µM. actives 1.4% (n = 640,000). AID 1259422, 2018; in the data active = inhibition above about 32%;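 also: 0% = median of test compound wells and 100% = reference inhibitor wells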
* = called active by the depositor.

SMILES	GPR151 activ	FBW7 activator	MITF primary	TEAD-YAP inh
COc1ccc(CCNc2cc(C)nc(Nc3ccc(N4CCOCC4)cc3)n2)cc1	4.4	-0.3	22	60*
CCCc1cc(=O)[nH]c2nnc(SCc3ccccc3C)n12	-0.4	0.0	3	-3
CCC(=O)Nc1ccc(NC(=O)CC)cc1	0.4	-0.1	-14	-2
Cc1ccc(NC(=O)N(CCCO)Cc2cc3cc4c(cc3[nH]c2=O)OCO4)cc1	-0.2	-0.1	6	8
CC(C)C(=O)Nc1c(C(=O)Nc2ccccc2)oc2ccccc12	2.2	0.1	11	24
Cc1cc(C)n2nc(CC(=O)N3CCC4(CC3)NC(=O)c3ccccc3N4)nc2n1	-0.8	0.3	24	5
COc1ccc(OC)c(/C=N/NS(=O)(=O)c2ccccc2)c1	-0.6	0.0	-9	-7
CCc1c(C)[nH]c(N)nc1=S	1.8	0.1	-8	2

SMILES	GPR151 activ	FBW7 activator	MITF primary	TEAD-YAP inh
O=C(Nc1ccc(F)cc1)c1ccc2c(=O)n(Cc3cccc(Br)c3)c(=S)[nH]c2c1	-0.3	0.0	-3	-1
COc1ccc(Nc2ccc(-c3cccc(C=O)c3)cn2)cn1	0.0	-0.1	12	-50
COc1ccccc1N1CCN(Cc2nc(-c3ccc(Cl)cc3)no2)CC1	-0.6	-0.1	3	8
COc1ccc(C(=O)N2CCN(c3ncccn3)CC2)cc1[N+](=O)[O-]	-1.8	0.0	0	5
Fc1ccc(-c2cnc(Oc3ccc(-n4ccnc4)cc3)nc2)cc1	-0.2	-0.2	2	24
O=C(CN(c1ccccc1Cl)S(=O)(=O)c1ccccc1)NC1CC1	5.9*	-0.1	-2	-4
COc1cc2ccccc2cc1C(=O)Nc1ccc(Cl)cn1	-1.1	0.0	7	-34
CCn1c(N2CCN(C(=O)Nc3ccc(F)cc3F)CC2)nc2ccccc21	-0.4	0.1	5	-11

SMILES	GPR151 activ	FBW7 activator	MITF primary	TEAD-YAP inh
Nc1nnc(SCC(=O)Nc2nnc(SCC(=O)Nc3ccc(Cl)c(Cl)c3)s2)s1	0.4	-0.2	-7	3
Cc1nn(CCO)c(N)c1C1(O)C(=O)N(Cc2ccccc2)c2ccccc21 (stereo not given)	4.0	0.3	4	2
COc1cc(C2=NOC(C(=O)Nc3cc(C)on3)C2)cc(OC)c1OC (stereo not given)	0.8	-0.3	-8	-2
COc1cc(NCCNC(=O)Nc2ccccc2)nc(OC)n1	0.6	0.7	21	12
O=C(CN(Cc1ccccc1)S(=O)(=O)c1ccc(Br)cc1)NC1CCCC1	0.0	0.5	3	-7
Cc1cc(Br)ccc1NC(=O)c1sc2ncn(CC(=O)N3CCOCC3)c(=O)c2c1C	-1.4	-0.1	-9	2
O=C(c1ccc(Sc2ccc(F)cc2)c([N+](=O)[O-])c1)N1CCN(C(c2ccccc2)c2ccc(Cl)cc2)CC1 (stereo not given)	0.1	0.1	5	7
CCOC(=O)N1CCN(CC(=O)Nc2ccc(OC(F)(F)F)cc2)CC1	1.3	0.0	-17	10

Full records from above. Screens in order: GPR151 activ, FBW7 activator, MITF primary, TEAD-YAP inh
O=C(c1ccc(Sc2ccc(F)cc2)c([N+](=O)[O-])c1)N1CCN(C(c2ccccc2)c2ccc(Cl)cc2)CC1 (stereo not given) is listed as 0.1, 0.1, 5, 7
Cc1cc(Br)ccc1NC(=O)c1sc2ncn(CC(=O)N3CCOCC3)c(=O)c2c1C is listed as -1.4, -0.1, -9, 2
Cc1nn(CCO)c(N)c1C1(O)C(=O)N(Cc2ccccc2)c2ccccc21 (stereo not given) is listed as 4.0, 0.3, 4, 2
COc1cc(NCCNC(=O)Nc2ccccc2)nc(OC)n1 is listed as 0.6, 0.7, 21, 12

The listing continues:
SMILES	GPR151 activ	FBW7 activator	MITF primary	TEAD-YAP inh
c1ccc2c(c1)ncn2CC1CCCCC1	-0.5	0.8	13	2
Cc1cc(/C=N/O)c(C)n1-c1ccc(Br)cc1	-0.7	-0.1	8	-1
NC(=O)c1ccc(-c2cncc(C(=O)NCc3nc4ccccc4[nH]3)c2)cc1	1.0	-0.2	3	7
CC(C)C(=O)Nc1cccc2nsnc12	-0.6	0.0	13	14
CCn1c(CCNC(=O)c2ccc(Cl)cc2Cl)n[nH]c1=S	0.6	0.3	8	-3
CC(C)N(CCNC(=O)c1cccc(-c2ccc(N3CCOCC3)nc2)n1)C(C)C	-0.7	-0.1	-5	-3
COc1ccc(N2CC(NC(=O)N3CCN(C)CC3)CC2=O)cc1OC (stereo not given)	-1.4	0.2	1	4
CCNc1nc(NCC)n2c(SCC(=O)N(CC)C3CCCCC3)nnc2n1	1.0	-0.1	-13	0

SMILES	GPR151 activ	FBW7 activator	MITF primary	TEAD-YAP inh
COCCn1c(=O)[nH]c(=O)c2c(C(F)(F)F)cc(-c3cccs3)nc21	-0.4	0.3	18	-5
CCSC1=C(C#N)C(c2ccccc2OC)C(C(=O)OC)C(=O)N1 (stereo not given)	-0.9	0.0	0	-2
O=C(O)C(NC1CCCCC1)C12CC3CC(CC(C3)C1)C2 (stereo not given)	0.9	-0.2	5	-12
O=C1C2C3C=CC(CO)(O3)C2C(=O)N1c1cc([N+](=O)[O-])ccc1Cl (stereo not given)	-1.1	0.0	-17	3
O=c1/c(=C\c2ccccc2)sc2nc(-c3ccccc3Cl)nn12	0.5	0.0	-8	2
Cc1ccc(NCC(=O)N/N=C/c2cc3ccccc3nc2Cl)cc1	0.6	0.1	-18	0
CSc1ncc(Cl)c(C(=O)Nc2ccc(OC(F)F)cc2)n1	0.9	0.1	1	8
Cc1ccc(C(C)C)c(OCc2nc3ccccc3n2C)c1	-0.5	0.1	8	0

SMILES	GPR151 activ	FBW7 activator	MITF primary	TEAD-YAP inh
O=C(/C=C/c1cccc([N+](=O)[O-])c1)NCc1ccco1	-0.6	0.0	10	-11
COc1ccc(S(=O)(=O)N2Cc3ccccc3CC2C(=O)NCCc2ccccc2)cc1 (stereo not given)	1.3	0.0	4	14
CN(C(=O)c1ccco1)c1nnc(C23CC4CC(CC(C4)C2)C3)s1	0.8	-0.1	-7	-46
COc1ccc(N2CCN(c3c4c(nc5ncnn35)CCC4)CC2)cc1	0.0	0.1	4	21
CCN1CCN(C(=O)C2CC3CCCN3C23C(=O)Nc2ccccc23)CC1 (stereo not given)	-0.3	0.3	0	-2
O=C(c1c(Cl)cccc1Cl)N1CCCCCC1	0.4	1.3	3	4
CC(=O)Nc1ccc(Nc2nc(-c3ccccc3)nc3c2ncn3C2CCCCC2)cc1	-0.3	-0.1	4	-7
CC(=O)N/C(=C\c1ccccc1)C(=O)NCc1ccco1	-0.7	0.0	-6	-5

Fields – GPR151 activ	FBW7 activator	MITF primary	TEAD-YAP inh
- COc1ccc(-n2nnc(C(C)=O)c2NC2CC2)cc1
    -0.2	0.0	18	-53
- CC(=O)C1=C(C)N(Cc2ccccc2)C(=O)C1(NC(=O)c1ccco1)C(F)(F)F (stereo not given)
    0.0	-0.1	-5	13
- COc1ccc(C2C=C(C)Nc3nc4ccccc4n32)cc1 (stereo not given)
    -0.4	-0.1	3	-21
- O=C(CSc1ncccn1)N1CCCC1
    0.9	0.1	7	0
- O=c1cc(Cn2cc(C(F)(F)F)cc(Cl)c2=O)[nH]c(=O)[nH]1
    1.7	-0.2	9	-1
- CCOC(=O)Cn1nnnc1C(C(C)C)N1CCN(c2ccccc2)CC1 (stereo not given)
    -0.8	-0.1	-6	7
- CC(C)OCCCNC(=O)CCCn1c(=O)[nH]c2ccc(Br)cc2c1=O
    -0.8	-0.1	-6	8
- CC(=O)N/N=C/c1cc(C(C)(C)C)cc(/C=N/NC(C)=O)c1O
    0.0	-1.5	39	30
- Cc1ccc(NC(=O)NC2(C(=O)NCc3ccc4c(c3)OCO4)CCCCC2)cc1
    -0.5	0.0	-7	-1
- Cn1c(=O)[nH]c(=O)c2c1nc(SCC(=O)O)n2CC(O)COc1ccccc1 (stereo not given)
    0.0	-0.1	1	4
- COC(=O)c1cccc(NC(=S)Nc2ccc(S(=O)(=O)N3CCOCC3)cc2)c1
    1.3	-0.1	-6	1
- O=c1nc(SCCc2ccccc2)nc2ccccn12
    -2.2	0.2	-15	-52
- CCCC1CCC(C(=O)Nn2c(-c3cccc(OC)c3)nc3ccccc3c2=O)CC1 (stereo not given)
    0.4	-0.1	-24	-9
- CCc1cc2cc(C)ccc2nc1SCC(=O)NNC(=O)c1ccco1
    0.6	-0.1	-7	-1
- CCc1cc(C(=O)NCc2c(C)ncc3c2CCN(C(=O)c2cc(C)oc2C)C3)n(C)n1
    -1.0	1.4	16	10
- C#CCn1c(=O)c(=O)n(CCOC)c2ccc(C(F)(F)F)cc21
    -1.2	0.4	22	-6
- CC1CCc2cc(F)cc3c(O)c(C(=O)NCCN4CCOCC4)c(=O)n1c23 (stereo not given)
    -0.1	0.1	12	6
- COC(=O)C1=C(C)Nc2nnnn2C1c1cccs1 (stereo not given)
    2.0	0.7	-2	5
- COc1cc(/C=C2/NC(=O)NC2=O)cc(Cl)c1OCc1cccc(F)c1
    -0.1	0.7	23	-1
- CCOc1ccc(N=C2SC(C(=O)Nc3ccccc3OC)CC(=O)N2Cc2ccccc2)cc1 (stereo not given)
    -1.0	0.3	15	9

Fields – GPR151 activ	FBW7 activator	MITF primary	TEAD-YAP inh
- O=C(CN1C(=O)CC(c2ccccc2)Sc2ccccc21)NC1CCCC1 (stereo not given)
    2.2	0.0	25	-6
- COc1ccc(CCNC(=S)N2CCN(S(C)(=O)=O)CC2)cc1OC
    0.2	-0.2	3	-3
- CCOc1c(C)cnc2c1c(=O)n(CC(=O)NCc1ccccc1Cl)c(=O)n2C
    0.1	0.0	-1	-5
- N#Cc1ccc(NC(=O)CCN2C(=O)c3ccccc3C2=O)cc1
    1.9	0.1	-11	9
- COc1ccc(N(Cc2nnc3n2CCCCC3)C(=O)Nc2ccccc2)cc1OC
    2.0	0.6	16	-2
- CCCOc1ccc(N2C(=O)CC(N(CCc3ccccc3)C(=O)CC)C2=O)cc1 (stereo not given)
    -0.7	-0.2	3	2
- O=C(Nc1ccccc1F)c1ccc(N2CC3CC(C2)c2cccc(=O)n2C3)c(NC(=O)c2ccncc2)c1 (stereo not given)
    -0.2	0.0	6	-17
- COc1ccc(C(C)=O)cc1COc1cc(F)ccc1[N+](=O)[O-]
    -1.4	-0.2	-7	-1
- COc1cccc(C(=O)Nc2nnc(-c3ccc(C)cc3)s2)c1OC
    -1.1	0.0	7	3
- CCc1nc2c(oc3ccccc32)c(=O)[nH]1
    -2.8	0.3	-9	-35
- CCNCC(O)COCc1ccc(OC)cc1 (stereo not given)
    0.6	0.1	1	8
- CCCN1CCN(CCCNC(=O)c2cc3c(=O)[nH]c4ccccc4c3n2C)CC1
    -1.4	0.0	-8	-6
- O=C(c1cccnc1)N1CCN(c2ccc([N+](=O)[O-])cc2Cl)CC1
    0.4	0.0	-2	2
- O=C(COc1ccccc1)N/N=C\c1cc(Br)cc([N+](=O)[O-])c1O
    -0.6	-0.7	9	-2
- CCOc1ccc2[nH]cc(C(=O)NCCCN)c(=O)c2c1
    -0.3	0.1	12	8
- CCCC1Cc2c(sc(N)c2C#N)CO1 (stereo not given)
    -0.7	0.2	0	13
- Cc1ccc(-c2cc(C(F)(F)F)n3ncc(C(=O)NCc4cccnc4)c3n2)cc1
    -1.0	0.1	-2	-10
- COC(=O)/C(=C/c1ccc2c(c1)OCO2)NC(=O)c1ccco1
    2.2	0.0	4	5
- NC(=O)c1ccc(N2C(=O)C3C4C=CC(C4)C3C2=O)cc1 (stereo not given)
    -2.0	0.4	8	14
- CCc1cc(C(=O)NCc2cc(NC(=O)C3CCCCC3)cc(C(=O)OC)c2)n(C)n1
    -0.1	-0.1	3	-8

Fields – GPR151 activ	FBW7 activator	MITF primary	TEAD-YAP inh
- Cc1cccc(-n2ccnc2CN2CCN(C3CCCC3)C(CCO)C2)c1 (stereo not given)
    3.2	-0.1	5	-4
- O=C(OCCCc1nc2ccccc2[nH]1)c1cccs1
    -1.3	0.2	10	-5
- CCn1c2ccccc2c2cc(NC(=O)c3ccc(OC)cc3)ccc21
    -2.4	0.4	25	-23
- CCC(C)(C)NC(=O)C(c1ccccn1)N(Cc1ccccc1F)C(=O)c1csnn1 (stereo not given)
    0.6	0.0	12	2
- CN1CCN(C(c2ccc(O)cc2)c2nnnn2CCc2ccccc2)CC1 (stereo not given)
    -1.2	-0.1	10	-10
- O=C1NC(=O)N(c2ccccc2F)C(=O)/C1=C\c1cccs1
    0.9	0.2	-1	-1
- CCC(Sc1nc2cc3c(cc2c(=O)n1CCCCCC(=O)NCc1ccc2c(c1)OCO2)OCO3)C(=O)Nc1ccccc1OC (stereo not given)
    -0.8	0.1	2	1
- CCNc1cc(NCc2ccccc2)ncn1
    -1.9	-0.1	-1	-28
- O=C(NCc1ccccc1)c1cccnc1Nc1ccc(F)cc1
    0.0	0.0	-2	5
- CC(=O)c1cccc(-c2nc(NCCc3ccc(O)cc3)c3ncn(Cc4ccc(C(F)(F)F)cc4)c3n2)c1
    -1.7	-0.1	7	18
- COc1cccc(Nc2nnc(Cc3ccccc3Cl)c(=O)[nH]2)c1
    -0.5	0.0	-4	46*
- COc1ccc(C2=NS(=O)(=O)N(C)C(C(=O)N3CCCCCC3)=C2)cc1OC
    0.8	-0.1	5	5
